TCR activator: activators of T cell receptors. Potency, µM (series often up to 9.22 µM), for the others: at the top dose activation of IL-2 secretion, most hits filed as activators. 330,000 tested, under 10 active. primary human leukocytes, anti-CD3, IL-2 HTRF, 48 h; also: % of control where 0% means no effect
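TCR engagement came from a-CD3 beads alone, with compounds added to primary human leukocytes for 48 hr. Secreted IL-2 bridged europium cryptate- and d2-labelled anti-IL-2 antibodies, giving FRET emission at 665nm after 320nm excitation.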
Mito fusion yeast: blocks mitochondrial division or promotes mitochondrial fusion; S. cerevisiae fusion-defective mutant growth rescue, CellTiterGlo 48 h; Potency, µM (titrated, usually from 46.1 µM), for inactives: at the top dose growth rescue (activation), hits mostly activators; actives 0.23% (n = 320,000); AID 485298;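 also: potency is read from the fitted curve at half-maximal effect; % of control where 0% means no effect; nearly all actives have a fitted effect of over 45% in size; temperature-sensitive fusion mutants such as fzo1-1 at 37 °C on non-fermentable ethanol glycerol medium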
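Temperature-sensitive fusion-defective S. cerevisiae (e.g. fzo1-1, mgm1-5) were grown with compound in YPEG medium (3% ethanol, 3% glycerol) for 48 hours at 37C. Growth rescue was measured as viability by CellTiterGlo luminescence after 10 minutes at ambient.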
ELG1 repair inh: ELG1-dependent DNA repair inhibition; HEK293T ELG1-luciferase reporter, luminescence, 16 h; DNA damage induced by 5-fluorouridine; Potency, µM (top dose mostly 46.1 µM), for the others: at the top dose activity change, negative = inhibition, most hits filed as inhibitors; actives 2.3% (n = 330,000); AID 504467; also: potency is read from the fitted curve at half-maximal effect; % is scaled to controls: 0 for no effect and ±100 for the full control effect; nearly all actives have a fitted effect of over 55% in size
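In this reporter screen, reduction of luminescence relative to DMSO vehicle indicated activity. Compounds and 5-fluorouridine were added together to 2,000 cells per well, incubated for 16 hr at 37 °C, then developed with ONE-Glo.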
USP2a block: blocks human ubiquitin-specific protease USP2a. O75604. USP2 core, Ub-CHOP2 coupled fluorogenic reporter, 485/531. Potency, µM (top dose mostly 38.3 µM), without a hit: top-dose activity change, negative = inhibition, usual class: inhibitors. actives 0.01% (n = 330,000). AID 463254;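 also: potency is read from the fitted curve at half-maximal effect; plate controls were DMSO wells for no effect and full inhibition by NEM control for full effect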
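USP2 core (10nM final) preincubated 30min RT with compound in 20mM Tris-HCl pH 8.0, 2mM CaCl2, 2mM beta-mercaptoethanol, 0.05% CHAPS; 25nM Ub-CHOP2 plus 25nM reporter substrate added, fluorescence (Ex485/Em531) read after 60min.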
KCNH2 3.1 inh: inhibitors of human KCNH2 3.1 potassium channel isoform; U2OS KCNH2 3.1, thallium flux FluxOr; stronger effect = lower value; activity change, % (tested at about 1.8 µM); actives 0.95% (n = 340,000);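 active = maximum activity change below -70%; inconclusive = maximum activity change from -70% to -50%; inactive = maximum activity change above -50%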;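 also: thallium influx rate constant from kinetic fluorescence after stimulation buffer; % is scaled to controls: 0 for no effect and ±100 for the full control effect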
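Channel expression came from 3.1 mutant virus (1.77 x 10^8 /mL) applied to suspended U2OS cells for 4 h. Flux was tracked with FluxOr dye plus Red40 quencher, and kinetic rate constants normalized to controls.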
TSHR antag: antagonists of human thyroid stimulating hormone receptor. P16473. TSHR-expressing cells, TSH-stimulated cAMP HTRF, 2 h; stronger effect = lower value. activity change, negative = inhibition, % at 11.5 µM. actives 0.2% (n = 330,000). AID 504810;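 active = activity change below a set negative limit, meaning inhibition stronger than a set level, cut at about -70% in these data; inconclusive = activity change between two set negative limits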; also: % is scaled to controls: 0 for no effect and ±100 for the full control effect
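Competitive HTRF cAMP read-out (cryptate anti-cAMP antibody, cAMP-d2; 30 min, room temperature) in freshly harvested TSHR cells. Compounds added before TSH at EC80 (4nM final), followed by 2 hours' incubation at 37 deg C.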
TRPV1 agonist: human TRPV1 agonism | actives 0.19% (n = 320,000) | TRPV1-expressing cells, Fluo-8 calcium influx, agonist mode | AID 540275 | activation, % at 8.33 µM; in the data active = activation above about 80%; inconclusive = between about 30% and that limit; also: 0% is about no effect
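Cells expressing TRPV1 were dye-loaded with Fluo-8 and read kinetically: 10 s baseline, 3 min after compound (agonist portion), then 2 min after EC20 capsaicin (allosteric enhancer portion). Calcium-bound dye fluorescence at 480/520 nm.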
KCNH2 WT inh: KCNH2 (human, wildtype) channel inhibition; Q12809; activity change, % at 1.84 µM; actives 0.37% (n = 340,000); U2OS, BacMam KCNH2, thallium flux FluxOr; stronger effect = lower value;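 active = maximum activity change below -70%; inconclusive = maximum activity change between -70% and -50%; inactive = maximum activity change above -50%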; also: % is scaled to controls: 0 for no effect and ±100 for the full control effect
Target sequence (Q12809 whole entry, looked up): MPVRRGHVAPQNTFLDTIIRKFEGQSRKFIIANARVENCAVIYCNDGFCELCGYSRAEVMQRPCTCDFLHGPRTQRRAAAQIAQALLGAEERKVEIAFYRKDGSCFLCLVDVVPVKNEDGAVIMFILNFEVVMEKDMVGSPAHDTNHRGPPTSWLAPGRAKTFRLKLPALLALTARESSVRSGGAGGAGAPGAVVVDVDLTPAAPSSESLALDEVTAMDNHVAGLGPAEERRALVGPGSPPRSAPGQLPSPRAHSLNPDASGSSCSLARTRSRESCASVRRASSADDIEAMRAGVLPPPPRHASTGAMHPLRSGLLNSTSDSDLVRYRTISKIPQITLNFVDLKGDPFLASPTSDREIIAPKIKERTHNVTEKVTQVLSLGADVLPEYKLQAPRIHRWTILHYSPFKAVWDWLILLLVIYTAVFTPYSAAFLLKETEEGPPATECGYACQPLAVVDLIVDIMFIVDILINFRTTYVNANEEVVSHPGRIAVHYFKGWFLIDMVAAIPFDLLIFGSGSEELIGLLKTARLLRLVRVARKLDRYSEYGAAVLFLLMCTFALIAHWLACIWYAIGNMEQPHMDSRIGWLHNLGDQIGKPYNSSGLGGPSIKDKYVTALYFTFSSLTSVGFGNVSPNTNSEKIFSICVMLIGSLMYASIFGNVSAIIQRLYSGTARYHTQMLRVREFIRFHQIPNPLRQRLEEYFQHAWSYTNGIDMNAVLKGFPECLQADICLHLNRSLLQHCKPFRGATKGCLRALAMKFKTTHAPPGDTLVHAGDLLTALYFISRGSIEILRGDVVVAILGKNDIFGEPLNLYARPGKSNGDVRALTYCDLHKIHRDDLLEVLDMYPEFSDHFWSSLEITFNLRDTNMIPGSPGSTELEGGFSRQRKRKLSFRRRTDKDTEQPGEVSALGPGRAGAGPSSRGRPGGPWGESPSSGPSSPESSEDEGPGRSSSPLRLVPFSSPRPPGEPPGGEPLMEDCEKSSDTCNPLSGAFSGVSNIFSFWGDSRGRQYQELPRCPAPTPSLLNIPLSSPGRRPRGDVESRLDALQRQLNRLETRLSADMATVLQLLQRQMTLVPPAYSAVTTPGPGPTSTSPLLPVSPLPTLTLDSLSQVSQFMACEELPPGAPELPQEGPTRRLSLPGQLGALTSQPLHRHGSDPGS
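U2OS cells were transduced with wild-type KCNH2 virus (2.03 x 10^8 / mL) for 4 h at room temperature, then cultured overnight at 37 C. Thallium flux was read with FluxOr dye. Rate constants were normalized to DMSO controls.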
AT treatment: candidate therapy for ataxia-telangiectasia; […] A-T fibroblasts, KAP-1 phosphorylation AlphaLISA; neocarzinostatin DNA damage 30 min before lysis; AID 485349; actives 0.19% (n = 320,000); Potency, µM (titrated, usually from 57.5 µM), inactives show at the highest dose activation, usual class: activators; also: potency is read from the fitted curve at half-maximal effect; % of control where 0% means no effect; nearly all actives have a fitted effect of over 45% in size
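hTERT-immortalized A-T patient fibroblasts ([…]), 500 cells/well in OPTI-MEM, 1% FBS, got compounds for 60 min, then NCS for 30 min at 37C. Lysates were then assayed for phospho-KAP-1 by AlphaLISA (anti-pKAP1 donor, anti-KAP1 acceptor beads), 6 hr at 25C.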
Eya2 phos inh: inhibitors of human Eya2 phosphatase activity | O00167 | Potency, µM (series often up to 76.9 µM), without a hit: at the highest dose activity, negative = inhibition, most hits filed as inhibitors | actives 0.006% (n = 330,000) | AID 488837 | recombinant Eya2, OMFP fluorescence dephosphorylation (OMFP is methylfluorescein phosphate); also: potency is read from the fitted curve at half-maximal effect; % is scaled to controls: 0 for no effect and ±100 for the full control effect
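Eya2 (0.2 uM) preincubated 10 min at ambient with compound, then OMFP substrate added at 50 uM; 10 min reaction in 50 mM HEPES pH 7.5, 50 mM NaCl, 5 uM MgCl2, 0.05% BSA, 1 mM DTT. Fluorescence read at Ex 485/Em 525 nm.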
Numbers without * were called inactive; ? = inconclusive; nt = no result given; & = joins results of further samples; [ ] = remark or other dose. Unless noted, calls follow the shape of the dose curve; as a rule, active = well fitted curve in the direction sought with a large enough effect; inconclusive = small, poorly fitted or top-dose-only effect, or another doubt; inactive = no such curve, though single readings can be large; an effect the other way counts as inactive or inconclusive.

Values run as follows: TCR activator, Mito fusion yeast, ELG1 repair inh, USP2a block, KCNH2 3.1 inh, TSHR antag, TRPV1 agonist, KCNH2 WT inh, AT treatment, Eya2 phos inh
CCN(C(=O)COC(=O)c1cc(C)n(C2CC2)c1C)c1ccccc1
  2%, 0%, 4%, -3%, 6, 14, 6, 2, -12%, 22%
CCCCn1c(O)c(C(C)=Nc2ccc(OCC)cc2)c(=O)[nH]c1=O
  1%, 4%, ?, 5%, 8, -9, 9, -3, 6%, -2%
CC(C)(C)NC(=S)/N=C(\N)N[N+](=O)[O-]
  -1%, 5%, -1%, 1%, -1, -2, 4, 2, -4%, -3%
CCOP(=O)(Cc1cc(C(C)=O)c(C)o1)OCC
  -3%, 3%, -4%, 1%, 21, 10, 1, 2, 1%, -28%
COC(=O)C1=C(c2ccc(-c3ccccc3)c(F)c2)C[C@@H]2CC[C@H]1N2C(=O)NC(C)C
  -4%, ?, -1%, 0%, -4, -93*, 23, -9, 22%, 6%
C[N+]1(C)CCOC(O)(c2ccc(-c3ccc(C4(O)C[N+](C)(C)CCO4)cc3)cc2)C1 (centres undefined)
  3%, 4%&2%, 8%, 7%, -3, -7&-5, 2, -10, -1%, -2%&1%
CCNC(=S)N1CCn2cccc2C1c1cccnc1 (centres undefined)
  -7%, 0%, -8%, 8%, -8, -1, 4, -7, -2%, 10%
CCC(=NCCC(c1ccccc1)c1ccccc1)c1c(O)n(C)c(=O)n(C)c1=O
  -3%[46.1 µM], 8%, ?, 6%, 19, -3, 5, -6, 5%, 2%
CCOC(=O)c1ccc(NC(=O)CSc2ccc(-c3cccnc3)nn2)cc1
  0%, 6%, ?, 2%, 1, -19, 18, 12, -1%, -7%
COC(=O)C1=C(c2ccc(OC(F)(F)F)cc2)C[C@@H]2CC[C@H]1N2C(=O)NCCNC(C)=O
  -5%, -3%, 5%, 5%, nt, -11, -4, nt, -3%, 7%
CCCCCn1c(=O)c(C(=O)Nc2ccncc2)c(O)c2ccccc21
  nt, 9%, ?, 1%, nt, 4, -2, nt, -9%, -16%
CC1(C)CC(=O)C(C=NCCN2CCN(C(=O)Cc3ccc(F)cc3)CC2)=C(O)C1
  0%, -3%, 15%, 0%, -6, 5, 0, 4, 9%, -6%
C=C(C=O)C[C@@H]1C[C@H](O)C2OC3C[C@]4(C)OC5/C=C\CC6OC7C(CC=CCC6OC5CCCC4OC3CC2O1)OC1CC2OC3CC(=O)OC3C[C@@H](C)C[C@@]2(C)OC1C[C@@H]7C (some centres undefined)
  -2%, nt, 4.1µM*, 3%&-5%, 25, -4&-5, -5, -3, 25µM*, -1%&-21%
CC(N=Cc1c(O)[nH]c(=O)[nH]c1=O)c1ccccc1 (centres undefined)
  2%, 0%, -19%, 2%, 9, 18, -5, -18, 1%, -10%
Cc1cc(OCC(=O)N[C@H](C(=O)O)c2ccccc2)c2c3c(c(=O)oc2c1)CCC3
  -2%, 1%, 1%, -2%, 4, 0, -3, -2, 2%, 5%
COC(=O)C1=C(c2c(C)noc2C)C[C@@H]2CC[C@H]1N2C(=O)NC1CC1
  15%, 0%, 1%, 3%, 0, -3, -5, 0, -1%, 11%
COc1ccc(NC(=O)N2C[C@@H]3C[C@@H](C2)c2cccc(=O)n2C3)cc1
  -2%, -1%, 12%, -1%, -1, -2, -1, 3, -2%, -11%
Cc1cccc(N2C(=O)NC(=O)/C(=C/c3cc4c(cc3[N+](=O)[O-])OCO4)C2=O)c1
  -3%, -4%, -2%, 1%, -4, -6, 1, -2, 0%, 13%
CC1CN=C(NCc2ccccc2)S1 (centres undefined)
  5%, -3%, 24%, 0%, 2, 2, -1, -4, -17%, -10%
O=C(Nc1ccccc1)Oc1ccccc1
  nt, -1%, 21%, -1%, 12, 0, -3, -13, 1%, 4%
CNC(=O)O/N=C(\N)Cc1csc2ccc(Cl)cc12
  -4%, 7%, ?, 7%, 5, 4, 9, -3, 9%, 6%
Cc1[nH]c2ccccc2c1CCNCc1ccco1
  -3%, 2%, 4%, 2%, 20, 18, 1, 23, -5%, 1%
CC(=O)c1ccc(NC(=O)c2cc(CC(C)C)on2)cc1
  2%, 2%, ?, -3%, -2, 0, ?, 3, 6%, -12%
COc1ccc(NC(c2ccccc2F)P(=O)(Oc2ccccc2)Oc2ccccc2)cc1 (centres undefined)
  6%[46.1 µM], -4%, 18µM*, -11%, 2, 28, 3, 35, -3%, -5%
CCSC(=O)N1CCCCCC1
  -2%, -12%, 16%, -2%, 13, 4, 2, 0, -7%, 14%
C#CCN[C@H](C)Cc1ccccc1
  10%, 5%&-6%, 13%, 1%, 6, 5&-5, -1, 12, -2%, 0%&-15%
CCN1CCN(Cc2cc(OC)c3c(c2)OCO3)CC1
  -1%, -1%, 3%, -2%, -12, -10, 1, 0, 1%, -23%
CCCCn1c(O)c(C(C)=NCc2ccc(F)cc2)c(=O)[nH]c1=O
  -2%, -2%, ?, 3%, -19, -5, 11, 7, -6%, 21%
C/C(=N\NC(=O)c1ccccc1O)c1c(O)n(C2CCCCC2)c(=O)[nH]c1=O
  -4%, 8%, ?, 3%, 6, -16, ?, 2, -8%, -18%
CCOC(=O)c1sc(/N=C/c2c(O)n(-c3cccc(C)c3)c(=O)[nH]c2=O)c(C#N)c1C
  1%, 4%, ?, -2%, 1, 8, 5, 19, -1%, -3%
CCCCNC(C)Cc1ccccc1 (centres undefined)
  -2%, nt, 1%, 4%, 9, -11, nt, 1, 8%, -32%
Cn1cc(C(=O)OCC(=O)NC2(C#N)CCCCC2)c2ccccc21
  1%, -1%, -2%, 1%, 1, 1, 13, -10, -5%, 8%
C=C1[C@H]2CC[C@H]3[C@]4(C)C[C@H](O[C@@H]5OC(CO)[C@@H](OSOOO)[C@H](OS(=O)(=O)O)[C@H]5OC(=O)CC(C)C)C[C@@H](C(=O)O)[C@H]4CC[C@]3(C2)[C@H]1O (some centres undefined)
  1%, nt, 0%, 0%, -8, -4, nt, -2, -1%, -1%
COc1cc(/C=N/NC(=O)Cn2c([N+](=O)[O-])cnc2C)ccc1OC(=O)N(C)C
  4%, 1%, ?, 4%, -2, 10, 1, -15, 1%, -4%
COC(=O)C1=C(c2ccc(-c3ccccc3)c(F)c2)C[C@@H]2CC[C@H]1N2C(=O)NCCOc1ccccc1Cl
  15%, ?, ?, 0%, 0, -25, 4, -16, 12%, 5%
CN(C)CC1CCCCC1OC(=O)c1ccc(Cl)c(Cl)c1 (centres undefined)
  -1%[46.1 µM], 10%, 9%, 0%, 30, 20, -2, nt, 5%, 3%
O=c1c2ccccc2nc(C[n+]2ccccc2)n1-c1cccc(C(F)(F)F)c1
  -1%, 5%, 10%, 5%, -24, 19, -1, -2, 6%, 6%
C[C@]12CCC3C(CCC4=C/C(=N/OCC(=O)NC(CCC(=O)O)C(=O)O)CC[C@@]43C)C1CCC2O (some centres undefined)
  -5%, 5%, 1%, 6%, -9, -3, -4, 5, 0%, -1%
CN1CCN(c2ccc3nccnc3c2)CC1
  0%, 11%, ?, 0%, 4, 6, -6, 5, 0%, -1%
CCOc1ccc(N2C(=O)NC(=O)/C(=C/c3cnc(SC)nc3)C2=O)cc1
  -3%, 0%, -4%, -5%, -29, -1, 3, -10, -5%, 11%
O=C(Cc1ccccc1)Oc1ccc(N2C(=O)CCC2=O)cc1
  -12%, -5%, 3%, -2%, -5, -3, -2, 16, -2%, 3%
CCC1(c2ccccc2)C(=O)NC(=O)NC1=O
  4%, nt, 3%, 1%, 5, 3, nt, -3, 7%, -20%
CCN(C(=O)CN1CC=C(c2ccccc2)CC1)c1c(N)n(Cc2ccccc2)c(=O)[nH]c1=O
  -2%, 0%, 4%, 3%, 1, 0, -2, 4, 2%, 7%
Fc1ccc(Cn2nnnc2C(c2ccc(Cl)cc2)N2CC=C(c3ccc(F)cc3)CC2)cc1 (centres undefined)
  -6%[46.1 µM], 24%, -13%, -1%, -6, 22, -2, nt, -11%, 6%
COC(=O)C1=C(c2ccc(F)cc2F)C[C@@H]2CC[C@H]1N2C(=O)NCc1ccco1
  -3%, -4%, ?, 0%, 15, 4, 0, -6, 6%, -6%
Cc1ccccc1-n1c(O)c(C=Nc2ccc(N(C)C)cc2)c(=O)[nH]c1=O
  4%, -9%, 18%, -1%, 4, -27, 0, -9, -8%, 5%
Cc1ccc(CC(=O)N2CCN(Cc3ccccc3)CC2)cc1
  -1%, 1%, ?, 3%, 8, -8, 9, nt, 3%, -11%
CCC(COC(=O)NC)NC(=O)Oc1ccccc1 (centres undefined)
  3%, -1%, 0%, 0%, 4, -4, 0, 1, 1%, 0%
COc1ccc(CCNC(=O)C(=O)NCC2OCCN2S(=O)(=O)c2ccc(Cl)cc2)cc1 (centres undefined)
  -2%, 5%, ?, 0%, -22, -7, -5, 17, -3%, 6%

This is a subset, so the mix of outcomes need not match the whole.
